Source: PubChem BioAssay (National Center for Advancing Translational Sciences (NCATS))
LDHA inh = qHTS assay for inhibitors of human lactate dehydrogenase; activity change, % (values are at about 110 or 230 µM); 480,000 tested, 0.15% active; L-lactate dehydrogenase A chain (Homo sapiens), P00338; purified LDHA, NADH/diaphorase-resazurin fluorescence; hits give low values; in the data active = activity change below about -30%; inconclusive = mostly about -25% to -30%;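 note: plate controls were DMSO wells for no effect and wells without enzyme for full effect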
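LDH5 2 nM; NADH 0.06 mM, pyruvate 0.2 mM; 200 mM Tris pH 7.4, EDTA, Tween-20; 5 min RT. Detection: diaphorase 0.133 mg/mL + resazurin 37 µM, fluorescence ex540/em590 at 0 and 20 min; normalized to enzyme-free and DMSO wells.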
Active calls of the source: *; ? = inconclusive.

SMILES | LDHA inh
CC(=O)C[C@](N)(c1ccc(C)cc1)C(F)(F)F | -1
Cc1nc2ccc3[nH]c(C)c(C)c3c2s1 | 0
Cc1sc2ncnc(SC(F)F)c2c1C | -6
Cc1ccnc(NC(=O)c2ccc3nc(C)c(C)nc3c2)c1 | -13
CCOC(=O)CNC(=O)NCc1cccn1Cc1ccccc1C | -1
COc1ccccc1C(=O)Nc1ccc2oc(-c3ccc(Cl)cc3)nc2c1 | -4
Cc1ccc2nc(C)c(C(=O)N(C)CCOc3ccccc3F)cc2c1 | 3
Cc1csc2nc(-c3cccc(NS(=O)(=O)c4cccs4)c3)cn12 | 13
CS(=O)c1ccc(C(=O)Nc2ccc(N3CCOCC3)cn2)cc1 (centres undefined) | -7
Cn1nc(C(=O)N2CCOCC2)cc1C(=O)Nc1cc(Cl)cc(Cl)c1 | -2
CC(C)(CO)NC(=O)c1cc(-c2cccc3ccccc23)nc2ccccc12 | 5
O=C(Nc1ccc(CN2CCCC2)cc1)c1n[nH]c2ccccc12 | 4
CC(=O)NC(NC(C)=O)c1cccc(Oc2ccccc2)c1 | -4
CCCCNc1c(-c2cccc(OC)c2)nc2nc(C)cc(C)n12 | -3
COCCNC(=O)c1cc2cc(S(=O)(=O)N(C)C)ccc2n1C | 2
Cc1ccc2c(CN3CCc4ccccc43)cc(=O)oc2c1 | -1
Oc1ccc2c(-c3ccc(F)cc3)noc2c1 | -21
COc1ccccc1N1C(=O)N(Cc2ccc3c(c2)OCO3)c2ccccc2S1(=O)=O | 8
O=C(NCC(O)c1ccccc1)C1CCC(CNS(=O)(=O)c2ccc(Cl)cc2)CC1 (centres undefined) | 3
CCOc1ccccc1C(=O)Nc1cc(C)ccn1 | -18
CCCOc1nc2ccccc2nc1N1CCC(C(=O)NCc2ccccc2Cl)CC1 | -3
CCCC12CN(C(=O)CC)CC(C)(CN(C(=O)CC)C1)C2=O | -1
COc1cccc(-c2nc(CCNC(=O)COc3ccc(Cl)cc3)cs2)c1 | 7
CC(=O)Nc1ccc2oc(-c3ccc(C)cc3)cc(=O)c2c1 | -14
COc1cc(CCC(=O)O)cc2c1OCO2 | 5

In another format: entries from further up
compound,LDHA inh
CCOc1ccccc1C(=O)Nc1cc(C)ccn1,-18
CCCOc1nc2ccccc2nc1N1CCC(C(=O)NCc2ccccc2Cl)CC1,-3
CCCC12CN(C(=O)CC)CC(C)(CN(C(=O)CC)C1)C2=O,-1
COc1cccc(-c2nc(CCNC(=O)COc3ccc(Cl)cc3)cs2)c1,7
CC(=O)Nc1ccc2oc(-c3ccc(C)cc3)cc(=O)c2c1,-14

The listing picks up, starting three compounds before the break.
SMILES | LDHA inh
COc1cccc(-c2nc(CCNC(=O)COc3ccc(Cl)cc3)cs2)c1 | 7
CC(=O)Nc1ccc2oc(-c3ccc(C)cc3)cc(=O)c2c1 | -14
COc1cc(CCC(=O)O)cc2c1OCO2 | 5
Cc1ccc2c(=O)cc(C(=O)Nc3nonc3-c3ccc4c(c3)CCCC4)oc2c1 | 3
CCN(c1ccc(NC(=O)COc2ccccc2C(=O)c2cc(C#N)c(=O)n(C3CC3)c2)cc1)C(C)C | -17
CCc1c(C)sc(NC(=O)Cc2ccccc2C)c1C#N | 0
O=C(CNc1cccc(S(=O)(=O)N2CCCCC2)c1)Nc1ccc(N2CCCC2)cc1 | -23
O=C(CSc1nnnn1C1CCCC1)NC(c1ccccc1)c1cccs1 (centres undefined) | -7
CCC(C)(CNC(=O)c1cc(-c2ccccc2)on1)N1CCOCC1 (centres undefined) | -19
COc1ccc(F)cc1C(=O)/C=C/c1cccc(C#N)c1 | -1
COC(=O)c1ccc(-c2csc(NC(=O)c3cc(=O)c4ccccc4o3)n2)cc1 | -8
COCCNC(=O)CS(=O)(=O)Cc1nc(-c2cccc(Cl)c2)oc1C | -12
COc1ccc(C2(c3ccc(OC)cc3)C=Cc3c(ccc4ccc(O)cc34)O2)cc1 | 3
Cc1ccc(NS(=O)(=O)c2ccc(Cl)cc2)cc1C | -4
CC(=O)N1CCc2cc(C(=O)C(C)n3nnc(-c4cccc(C(F)(F)F)c4)n3)ccc21 (centres undefined) | 2
CC(=O)c1cccc(NC(=O)CCSC2CCc3ccccc3NC2=O)c1 (centres undefined) | 4
COC(=O)c1ccc(C2NC(=S)NC3=C2CCc2ccccc23)cc1 (centres undefined) | -12
CCOC(=O)C1CCN(c2nc3ccccc3n3c(=O)n(CC(=O)Nc4ccccc4C#N)nc23)CC1 | -9
Cc1cc(NC(=O)c2cccc(OC(C)C)c2)no1 | 0
CCCOc1ccc(-c2cc(C(=O)O)c3cc(C)ccc3n2)cc1 | 8
O=C(NCC1(c2ccccc2)CCC1)c1cc(=O)[nH]c2ccccc12 | -2
COc1ccc(-c2ncc(CCNC(=O)c3cccc(F)c3)[nH]2)cc1 | -5
CC(=O)Nc1ccc(CNC(=O)c2sccc2C)cc1 | -4
COc1ccc(-c2nc(SC(C)C(=O)NC(C)(C)C)n[nH]2)c(OC)c1 (centres undefined) | 0
O=C(NN=C(/C=C/c1ccccc1)/C=C/c1ccccc1)c1cccs1 | 0
O=S(=O)(NCc1ccccc1Cn1cccn1)N1CCOCC1 | -2
CC(C)c1ccc(SCc2nc3c(c(=O)[nH]c(=O)n3C)n2C)cc1 | 2
CCSc1ncc(Cl)c(C(=O)Nc2nnc(CC(C)C)s2)n1 | ?

Overlap with the part before: 2 entries, then new ones.
SMILES | LDHA inh
CC(C)c1ccc(SCc2nc3c(c(=O)[nH]c(=O)n3C)n2C)cc1 | 2
CCSc1ncc(Cl)c(C(=O)Nc2nnc(CC(C)C)s2)n1 | ?
CCc1ccsc1C(=O)N(CC#N)C1CC1 | 1
CCn1c(SC(C)c2nnc(-c3ccccc3)o2)nc2ccccc2c1=O (centres undefined) | 1
CC(C)c1nnc(NC(=O)c2cc(=O)c3ccccc3o2)s1 | 1
COc1ccccc1N1C(=O)NC(NC(=O)c2cccc(Cl)c2)(C(F)(F)F)C1=O (centres undefined) | -12
C#CC(C)(CC)NC(=O)/C(=C/c1ccccc1)NC(=O)c1ccccc1 (centres undefined) | 6
Cc1ccc(Nc2n[nH]nc2C(=O)Nc2ccc(C)c(Cl)c2)cc1 | 0
Cn1cnc2c1c(=O)n(CCCSc1nnc(-c3ccccc3)o1)c(=O)n2C | -7
O=C(NCc1ccc(OC(F)(F)F)cc1)N1CCc2sccc2C1 | 1
Cn1c2ccccc2c2nnc(SCc3ccc(F)cc3Cl)nc21 | -9
COc1ccc(CC(=O)Nc2cccc3ccc(C)nc23)cc1 | 10
CC1(C)CC(NC(=S)Nc2cc(F)cc(F)c2)CC(C)(C)N1 | 5
Cc1ccc(NC2(c3nnnn3-c3ccccc3C)CCCCC2)c(C)c1 | -7
CC(C)(C)NC(=O)CSc1nc(C2CC2)nc2ccccc12 | 17
NC(=O)C1CCN(c2nc(-c3ccc(N)cc3)cs2)CC1 | 6
N#Cc1ccc(CN2CCCc3cc(F)cc(F)c32)cc1 | -13
CCOC(=O)C(NC=C(C#N)C#N)C(=O)OCC | -7
CC(C)C(NS(C)(=O)=O)C(=O)NCc1cc(F)cc(F)c1 (centres undefined) | -6
CCc1ccc(NC(=O)CSc2nc3c(c(=O)n2CCc2ccccc2)SCC3)cc1 | 0
CCC1(C)CC(CC(=O)OC(C)CN(C)C)(c2ccccc2)CCO1 (centres undefined) | 1
Cc1c(C(=O)C(=O)Nc2ccc(F)cc2)c2ccccc2n1C | 1
Cc1cccc(C)c1NC(=O)C(c1ccccc1F)n1c(=O)c(-c2ccccc2)nc2ccccc21 (centres undefined) | 3
Cc1ccc(C(=O)COC(=O)c2cc3ccccc3oc2=O)cc1 | -6
Cc1cccc(Nc2nc(NC3CCCCCC3)nc3c2cnn3-c2ccccc2)c1 | -15
Cc1ccc(NC(=O)Cc2nc(-c3cc(C)n(-c4cc(C)on4)c3C)cs2)cc1 | -4
CCc1cccc(C)c1NC(=O)CCc1ncc(-c2ccccc2F)o1 | 8
(cont.)
SMILES | LDHA inh
Cc1ccc(NC(=O)C(C)N(C)Cc2ccc3c(c2)OCCO3)cc1F (centres undefined) | 1
O=C1OC(C(=O)Nc2cccc3ncccc23)Cc2ccccc21 (centres undefined) | 0
CCOC(=O)[C@]12CCC=C1N(CCC1=CCCCC1)C(=O)[C@H](CC(=O)N1CCN(C(=O)C3CC3)CC1)C2 | -5
Cc1ccc(-c2nc3ccc(C)cc3c(C(=O)O)c2C)cc1 | 0
FC(F)(F)c1nc2ccccc2n1Cc1nnc(-c2ccccc2Cl)o1 | 4
O=C(c1cccc(Cn2cc(C(F)(F)F)cc(Cl)c2=O)c1)N1CCCCC1 | 3
Oc1ccc(Cl)cc1C=NCc1cccc(C(F)(F)F)c1 | 0
O=C1CC(C(=O)Nc2ccc(Cl)cc2Cl)n2nc(-c3ccccc3)cc2N1 (centres undefined) | -9
CC(C)c1noc(CCCC(=O)Nc2cccc(OC3CCCC3)c2)n1 | -12
CNC(=O)c1ccc(NC(=O)CC2(C(=O)O)CCCCC2)cc1 | 1
CN(C)C(=O)CN1CCN(C(C(=O)O)c2c[nH]c3ccc(OCC#N)cc23)CC1 (centres undefined) | -6
O=C1Nc2ccccc2CCC1n1nc(-c2ccccc2Cl)ccc1=O (centres undefined) | -4
COc1ccc(-c2c(C)oc3cc(OCC(=O)OC(C)C)ccc3c2=O)cc1OC | -5
O=C(Nc1ccc(-c2ccccc2)cc1)Nc1nnc(-c2ccncc2)s1 | -2
COc1ccc2nc(SCC(=O)N3N=C(c4ccc(C)o4)CC3c3ccco3)[nH]c2c1 (centres undefined) | -2
CCCN(Cc1ccccc1)Cc1cc(=O)oc2ccc(OC)cc12 | 3
CCC(C)N(CCNC(=O)Cn1nc(Cc2cccnc2)c2ccccc2c1=O)Cc1ccco1 (centres undefined) | 2
COC(=O)c1ccc(Oc2c(C)oc3cc(OC(=O)c4ccccc4)ccc3c2=O)cc1 | 3
Cc1ccc(C2C(C#N)=C(N)OC3=C2C(=O)CCC3)cc1 (centres undefined) | 11
COC(=O)[C@@]12C[C@@H](CC(=O)NCc3cccc4ccccc34)C(=O)N(Cc3ccco3)C1=CCC(C)(C)C2 | 8
CCCc1cc(=O)oc2cc(OCC(=O)N(C)C)ccc12 | 4
Cc1cccc(OCCN2CCC(CO)CC2)c1 | -13
CC(C(=O)Nc1cccc(Cl)c1)N(C)Cc1c(F)cccc1Cl (centres undefined) | -2
CC(C)c1ccc(C(N)=O)cc1 | -5
CCCOC(=O)c1nc2ccccc2nc1NCc1ccccc1OC | -3

Ordered by length of the SMILES (low to high): part of the list above
SMILES | LDHA inh
COc1cc(CCC(=O)O)cc2c1OCO2 | 5
O=S(=O)(NCc1ccccc1Cn1cccn1)N1CCOCC1 | -2
CCCN(Cc1ccccc1)Cc1cc(=O)oc2ccc(OC)cc12 | 3
CC(C(=O)Nc1cccc(Cl)c1)N(C)Cc1c(F)cccc1Cl (centres undefined) | -2
CCCC12CN(C(=O)CC)CC(C)(CN(C(=O)CC)C1)C2=O | -1

Going on with the list:
SMILES | LDHA inh
COc1cccc2c1OC1(CCN(C(C)=O)CC1)N1N=C(c3ccccc3)CC21 (centres undefined) | 0
COc1ccc2nc(C)c(C(=O)NCCCC(N)=O)cc2c1 | 29
CC(C#N)Sc1nnc(-c2c[nH]c3ccccc23)n1C1CC1 (centres undefined) | 3
Cn1c(=O)[nH]c(=O)c2c1nc(NCCCN1CCOCC1)n2Cc1ccc(F)cc1 | 0
CN1CCN(c2nc3ccccc3nc2C(=O)Nc2ccc(Br)cc2)CC1 | -6
CCOc1ccccc1Cn1c(SCC(=O)NC(C)(C)C)nc2c(sc3ncccc32)c1=O | 9
COc1ccc(-c2c(C)oc3cc(OCCN4CCCCC4)ccc3c2=O)cc1 | -8
Cc1ccc(OCCSc2nnc(COc3ccc(Cl)cc3)n2C)cc1 | ?
O=c1c2c(-c3cccs3)csc2nc(CN2CCOCC2)n1CCOc1ccccc1Cl | -1
O=C1CN(C(=O)c2cc(-c3ccccc3)nc3ccccc23)CCN1 | -20
Cc1nc(NC(=O)C(C)Sc2nnc(-c3cccc(F)c3)n2C)sc1C (centres undefined) | 17
Cc1ccc(NC(=O)Cc2n[nH]c(=O)c3ccccc23)c(F)c1 | 11
Cc1cccc(C)c1NC(=O)C(c1ccnc2ccccc12)n1c(=O)c(-c2ccccc2)nc2ccccc21 (centres undefined) | 5
Cc1cc(C)c(C)c(S(=O)(=O)N2CCN(C(=O)CCc3ncc(-c4ccc(F)cc4)o3)CC2)c1C | -1
COC(=O)c1ccc2nc(-c3ccco3)c(Cc3ccccc3C(F)(F)F)n2c1 | 3
C[C@@H](C(=O)N1CCN(c2ccc(F)cc2)CC1)n1cnc2ccccc2c1=O | 2
CCOC(=O)C(C)Oc1cc(O)c2c(=O)cc(-c3ccccc3)oc2c1 (centres undefined) | 2
COc1cc(/C=C(/C#N)C(=O)OC(C)C)cc(Cl)c1O | -15
CC(CCc1ccccc1)NC(=O)CC1CCCC1 (centres undefined) | -3
CCOc1cccc2cc(-c3nc(-c4cc(OC)c(OC)c(OC)c4)no3)c(=O)oc12 | 15
COc1ccc2nc(-c3ccc4c(c3)OCO4)cc(C(=O)O)c2c1 | 7
C=CCNc1nc2c(c(=O)n(C)c(=O)n2C)n1CC(O)COc1ccc(OC)cc1 (centres undefined) | 2
CC(NC(=O)Cn1nc(C(=O)O)c2ccccc2c1=O)c1ccc(Cl)cc1Cl (centres undefined) | 3
O=C(COc1ccc(S(=O)(=O)NC2CCCC2)cc1)NCc1ccccn1 | 8

These rows are one share of the data, so the mix of outcomes need not match the whole.
